NPY-Y1 antag: NPY-Y1 receptor antagonists, primary screen, cell-based. Neuropeptide Y receptor type 1 (Homo sapiens), P25929. HEK293-CNG Y1 cells, membrane potential fluorescence; NPY at EC95, then isoproterenol. inhibition, % at 3.6 µM. hit rate 1% among 200,000. AID 1040, 2008;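 active = inhibition above the campaign mean inhibition of all tested compounds plus 3 SD, cut at about 20% in these data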;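 note: 0% = DMSO wells given NPY plus isoproterenol and 100% = isoproterenol alone without NPY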
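System: HEK293 cells with Y1 receptor plus CNG channel / Probe or stimulus: NPY 25 nM then isoproterenol 1 µM plus Ro 20-1724 25 µM / Compound: one concentration, 3.6 µM, in 0.4% DMSO / Schedule: compound incubation 1 h at room temperature, readout 45 min post-stimulation / Measured by: membrane potential fluorescence / Read-out: % inhibition of NPY effect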
NPY1 pot ag: NPY-Y1 receptor potentiators or agonists, primary screen, cell-based | Neuropeptide Y receptor type 1 (Homo sapiens), P25929 | NPY-Y1 expressing cells, potentiator/agonist activation | activation, % at 3.6 µM | hit rate 0.37% among 220,000; in the data active = activation above about 33%, passing the limit was not always enough;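 note: cells stimulated with NPY at EC10 then isoproterenol at EC100; 0% = low agonist plus stimulus and 100% = saturating agonist plus stimulus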
TRPML3 ag: human TRPML3 channel agonists, primary screen, cell-based, HEK293 TRPML3-YFP, Fluo-8 calcium fluorescence, 3 µM. Mucolipin-3 (Homo sapiens), Q8TDD5. 100% = the carbachol control signal. activation, % at 3 µM. hit rate 0.29% among 220,000;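 active = activation above its plate's cutoff, the mean activation of the plate's test wells plus 3 SD, cut at about 12% in these data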;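 note: 0% = DMSO only wells and 100% = carbachol wells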
Target sequence (Q8TDD5 whole entry, looked up): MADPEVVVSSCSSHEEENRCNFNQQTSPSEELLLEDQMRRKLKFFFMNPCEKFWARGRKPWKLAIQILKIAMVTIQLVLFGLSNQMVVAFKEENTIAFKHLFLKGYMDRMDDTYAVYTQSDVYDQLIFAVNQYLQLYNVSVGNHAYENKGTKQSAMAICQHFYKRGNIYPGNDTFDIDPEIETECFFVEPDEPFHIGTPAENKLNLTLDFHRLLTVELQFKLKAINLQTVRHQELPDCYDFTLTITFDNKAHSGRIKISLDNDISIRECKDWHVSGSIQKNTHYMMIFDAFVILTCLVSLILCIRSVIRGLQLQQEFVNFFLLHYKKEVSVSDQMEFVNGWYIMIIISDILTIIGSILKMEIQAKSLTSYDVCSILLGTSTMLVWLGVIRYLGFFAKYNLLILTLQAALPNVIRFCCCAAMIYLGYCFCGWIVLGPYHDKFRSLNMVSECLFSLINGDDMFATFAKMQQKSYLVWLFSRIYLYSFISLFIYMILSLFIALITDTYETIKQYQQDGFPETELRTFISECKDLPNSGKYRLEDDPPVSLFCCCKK
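Test system – HEK293 line with stable expression of human TRPML3-YFP channel · Control set – carbachol 87 µM final as high control (100%), DMSO as low control (0%) · Signal – Fluo-8 calcium dye fluorescence, ex 470-495, em 515-575 nm · Incubation – 1-h 37 °C dye load, 5-s basal, 120-s post-compound reads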
NPY-Y2 PAM-ag: NPY-Y2 potentiators or agonists, primary screen, cell-based | activation, % at 3.6 µM | Neuropeptide Y receptor type 2 (Homo sapiens), P49146 | cells expressing NPY-Y2, potentiator/agonist read-out | AID 1359, 2008 | hit rate 0.45% among 220,000; in the data active = activation above about 27%;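 note: cells stimulated with NPY near EC25 plus isoproterenol at EC100; 0% = vehicle plus submaximal agonist and 100% = vehicle plus saturating agonist; some results beyond the cut were filed as inactive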
Target sequence (P49146 whole entry, looked up): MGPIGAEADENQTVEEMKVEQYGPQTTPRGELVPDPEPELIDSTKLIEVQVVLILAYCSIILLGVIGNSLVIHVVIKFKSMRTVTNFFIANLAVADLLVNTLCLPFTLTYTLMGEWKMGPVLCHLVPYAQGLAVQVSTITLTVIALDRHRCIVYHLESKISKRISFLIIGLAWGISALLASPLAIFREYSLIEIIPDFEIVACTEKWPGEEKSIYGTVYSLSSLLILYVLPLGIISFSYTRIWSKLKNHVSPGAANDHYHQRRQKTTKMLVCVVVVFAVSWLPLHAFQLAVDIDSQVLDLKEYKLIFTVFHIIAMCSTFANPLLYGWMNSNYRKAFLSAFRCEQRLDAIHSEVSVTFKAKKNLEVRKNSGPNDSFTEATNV
EP2 modulator: EP2 receptor modulators, cAMP readout, primary screen, cell-based, HTRF cAMP, PGE2 stimulation; Prostaglandin E2 receptor EP2 subtype (Homo sapiens), P43116; EP2-expressing cells, cAMP HTRF FRET, PGE2 co-stimulation; induction, % at 25 µM; hit rate 0.83% among 260,000; AID 940, 2007;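 active = compounds whose cAMP rise, as percent of the full-agonist control response, exceeds 60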;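 note: rat C6 glioma line stably carrying human EP2 under a CMV promoter; the protocol text gives 20 µM as final concentration; 100% = response of wells given 1 µM PGE2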
CHOP inhibitor: inhibitors of CHOP promoter induction, primary screen, cell-based, unfolded protein response, luciferase reporter; CHO-K1 CHOP-promoter luciferase, tunicamycin-induced, 15-18 h; hit rate 3.8% among 220,000; inhibition, % at 10 µM;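 active = compounds that reduced the stress-induced luciferase reporter signal by more than about 70% of percent inhibition, limit read from the data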;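 note: 0% = tunicamycin plus vehicle and 100% = wells without tunicamycin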
S1P4 antagonist: S1P4 receptor antagonists, primary screen, cell-based | S1P4-expressing cells, antagonist mode, reporter read-out | inhibition, % at 4.98 µM | hit rate 0.26% among 220,000 | AID 1510, 2009; in the data active = inhibition above about 29%;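 note: 0% = wells stimulated with agonist and 100% = vehicle wells without agonist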
S1P4 ag: S1P4 receptor agonists, primary screen, cell-based; S1P4-expressing cell line, agonist reporter assay; hit rate 0.35% among 220,000; activation, % at 4.98 µM; AID 1509, 2009; Sphingosine 1-phosphate receptor 4 (Homo sapiens), O95977; in the data active = activation above about 11%;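 note: 0% = DMSO vehicle and 100% = reference agonist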
zfTRPN1 agonist: zebrafish TRPN1 channel agonists, primary screen, cell-based, HEK293, calcium fluorescence. activation, % at 3 µM. HEK293 zebrafish TRPN1-YFP, Fluo-8 calcium fluorescence; 100% = response to 87 µM carbachol. hit rate 0.18% among 220,000. AID 1424, 2008. transient receptor potential cation channel N1 (TRPN1/NompC), Danio rerio;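 active = activation above its plate's cutoff, the mean activation of test wells on that plate plus 3 SD, cut at about 19% in these data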;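 note: 0% = DMSO alone and 100% = 87 µM carbachol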
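Material: zebrafish TRPN1-YFP in HEK293 cells; Doses: single test compound dose, 3 µM nominal, 0.3% DMSO; Timing: dye loading 1 h at 37 °C, then 30 min room temperature; Technique: intracellular calcium fluorescence with Fluo-8; Benchmarks: high carbachol 87 µM, low DMSO alone.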
* marks the source's active call; other numbers are inactive results; / = no result given; & = joins results of further samples.

Values run as follows: EP2 modulator, TRPML3 ag, zfTRPN1 agonist, CHOP inhibitor, NPY1 pot ag, NPY-Y2 PAM-ag, S1P4 ag, S1P4 antagonist, NPY-Y1 antag
CCOC(=O)c1c(NC(=O)C2COc3ccccc3O2)sc(C)c1C (stereo not given)
  44.0, 0.1, -0.4, 14.7, -1.8, 17.4, 1.1, -13.4, 3.2
O=C(CC(=O)NC1CCCCC1)N/N=C/c1cccc2ccccc12
  -21.0, 0.5, 0.2, 59.1, -42.8, -10.8, -1.8, -13.2, 2.5
Cc1cnc(C(=O)Nc2ccccc2C(=O)N2CCOCC2)cn1
  0.7, 1.2, 0.4, 1.3, 20.4, 13.8, 2.4, 1.1, 0.3
CCc1ccc2c(c1)c1nnc(NN)nc1n2CC
  11.3, -0.4, -0.9, 9.2, 0.5, -8.5, -0.9, -8.3, -4.5
Cc1cc2nc(SCCN3CCOCC3)[nH]c2cc1C
  -10.5, -0.2, -0.2, -35.1, 0.6, 6.5, 2.4, -9.5, -2.1
COC(=O)c1cccc(NC(=S)NCCC2=CCCCC2)c1
  -28.6, 5.1, 11.1, 63.4, 15.1, 6.1, 1.3, -9.2, 3.1
CCN(C#N)c1nc(N(C)C)nc(N(C)C)n1
  23.6, 0.4, 0.2, 18.3, -3.1, 6.2, -1.0, -11.0, 4.6
CC(C)c1cccc(O)c(=O)c1
  27.5&6.8, 1.0, 1.2, -23.7, -5.5, -6.1, -0.8, -0.8, -4.7
Cc1cc(C)c2c(=O)n(CC(=O)Nc3cccc(Cl)c3C)sc2n1
  -67.8, 10.9, 21.4*, -25.6, -2.0, -13.8, 2.4, 7.9, /
O=C(O)CSc1c[nH]c2ccccc12
  0.8, 0.1, -0.8, 41.6, -7.5, -14.1, 0.3, -20.5, 12.6
CCCOc1ccc(C2/C(=C(/O)c3ccccc3)C(=O)C(=O)N2CCCN(C)C)cc1OC (stereo not given)
  /, 0.1, 0.0, /, -6.8, -1.8, 2.2, -4.5, 1.7
CCc1ccc(C(=O)COC(=O)c2cccnc2Cl)cc1
  16.2, -0.5, -1.9, -4.2, 0.9, -9.8, -1.2, -0.7, 1.3
CCOC(=O)CNC(=O)CSc1nc(-c2ccccc2)ns1
  6.0, 0.3, 0.3, -21.6, 14.5, -3.1, -0.5, 8.5, 0.1
O=c1[nH][nH]c2ccccc2c1=O
  -10.6, 0.4, -0.2, 11.9, 1.1, 86.9*, 1.4, -0.1, /
COc1cccc(C2N(c3cccc(Cl)c3)C(=O)C3CCCN32)c1OC (stereo not given)
  21.4, -0.3, 0.3, 29.4, 1.0, 6.1, -5.5, 16.8, -1.0
Cc1ccc2oc(-c3cccc(NC(=S)NC(=O)/C=C/c4ccco4)c3)nc2c1
  -8.8, -0.1, -0.5, 27.9, -29.0, -20.3, 1.2, 17.7, 4.8
COc1ccc(CC(C)N2CCN(c3cccc(C(F)(F)F)c3)CC2)cc1OC (stereo not given)
  -5.5, 0.5, -0.3, 61.4, -36.6, -19.7, 1.9, -13.3, 10.6
COc1ccc(Cn2c(CCC(=O)Nc3ccc(CC#N)cc3)nc3cccnc32)cc1
  9.0, -1.2, -1.3, -21.8, 20.8, 11.1, 1.2, -7.4, -8.4
CCOC(=O)C1CCCN(C(=O)COC(=O)C2=COCCO2)C1 (stereo not given)
  25.2, 0.3, 0.8, 0.4, 1.8, -9.2, 5.4, 11.8, -0.8
Cc1ccc(-n2c(C)nc3oc4ccccc4c(=O)c3c2=O)cc1
  16.3, 0.5, 0.7, 9.6, 6.7, -2.0, -0.8, -11.8, 9.2
CCOC(=O)c1c(N)nn(C(=O)C(C)C)c1-c1ccccc1
  62.6*, 0.1, -2.2, 55.8, 10.0, 17.8, 0.4, -6.8, 1.9
Cc1ccc(F)cc1NC(=O)CCOc1ccccc1
  -0.6, 0.2, -0.7, 1.0, -25.7, -6.0, -0.5, -14.4, -3.8
CC(NC(=O)Cn1cnc([N+](=O)[O-])n1)c1ccccc1 (stereo not given)
  12.9, 0.3, 0.2, 23.7, -11.9, -0.9, 0.3, -0.2, 2.4
O=C(COC(=O)c1c2c(nc3ccccc13)CCCCC2)NCc1ccc2c(c1)OCO2
  -39.1, -0.3, -2.1, 12.5, -21.1, -19.5, 2.7, -23.1, 16.6
Cc1cccc(NC(NC(=O)c2ccccn2)C(Cl)(Cl)Cl)c1 (stereo not given)
  -13.8, 0.5, -0.7, 20.2, 12.2, 4.2, 0.6, -5.9, 1.3
Cc1sc2nc(-c3ccco3)oc(=O)c2c1C
  -2.7, 0.4, -0.9, 6.0, -1.4, 11.4, -0.6, -3.8, -1.3
CC1SC(C)C(=O)N(CC(=O)NCc2ccc(F)cc2)C1=O (stereo not given)
  12.0, 0.5, 0.6, 9.7, 4.0, -0.3, 1.1, 4.6, -1.8
Cc1cc(C)n(-c2nc3ccccc3c(=O)n2OCc2ccc(Cl)cc2)n1
  12.8, -0.7, -2.6, 23.6, -5.6, -7.6, -0.6, 2.9, 3.0
OC1(c2cccc(C(F)(F)F)c2)CCN(c2ncnc3c2[nH]c2ccc(F)cc23)CC1
  -38.7, 0.6, 1.9, /, -20.1, 17.2, -1.4, 10.2, -5.9
Cc1cc(Cl)ccc1C(=O)C1CCCN(C(=O)c2snnc2C)C1 (stereo not given)
  -5.6, 0.3, -0.6, 11.1, 13.0, 5.7, 0.9, -0.9, -1.6

Another view of two compounds above:
> CC(NC(=O)Cn1cnc([N+](=O)[O-])n1)c1ccccc1 (stereo not given)
  EP2 modulator: 12.9
  TRPML3 ag: 0.3
  zfTRPN1 agonist: 0.2
  CHOP inhibitor: 23.7
  NPY1 pot ag: -11.9
  NPY-Y2 PAM-ag: -0.9
  S1P4 ag: 0.3
  S1P4 antagonist: -0.2
  NPY-Y1 antag: 2.4

> O=C(COC(=O)c1c2c(nc3ccccc13)CCCCC2)NCc1ccc2c(c1)OCO2
  EP2 modulator: -39.1
  TRPML3 ag: -0.3
  zfTRPN1 agonist: -2.1
  CHOP inhibitor: 12.5
  NPY1 pot ag: -21.1
  NPY-Y2 PAM-ag: -19.5
  S1P4 ag: 2.7
  S1P4 antagonist: -23.1
  NPY-Y1 antag: 16.6

Further results follow:
Values run as follows: EP2 modulator, TRPML3 ag, zfTRPN1 agonist, CHOP inhibitor, NPY1 pot ag, NPY-Y2 PAM-ag, S1P4 ag, S1P4 antagonist, NPY-Y1 antag
COc1cc(C=Nc2cccc(C)c2)c(O)c([N+](=O)[O-])c1
  -3.2, 0.6, -0.3, 65.0, -2.4, -8.1, -0.2, 1.4, -2.7
O=C(O)/C(=C/c1ccco1)NC(=O)c1ccccc1
  22.6, 0.4, 0.3, 16.1, 5.6, 0.9, 3.5, -7.9, -1.4
O=C(NC(=O)c1c(F)cccc1F)O/N=C1\CCCc2occc21
  -27.6, 0.7, 0.9, 15.0, 11.5, 7.0, 0.9, 10.1, /
N#Cc1c2ncn(CC(=O)c3ccc(Br)cc3)c(=O)c2c2n1CCC2
  6.2, 0.7, 0.7, 17.1, 3.5, 10.7, 1.4, -5.7, 5.4
CCOC(=O)c1c(-c2ccc(C)o2)csc1NC(=S)NC(=O)c1ccccc1Br
  48.5, 1.3, -0.3, 14.7, -16.4, 3.4, -1.2, -9.2, -4.6
OC(COc1ccccc1)CN1CCOCC1 (stereo not given)
  40.2, 0.0, 2.1, -6.0, 27.8, 22.1, 1.3, -31.1, -0.1
CC(=O)Nc1ccc(S(=O)(=O)NCCc2ccc(S(N)(=O)=O)cc2)cc1
  -8.8, 0.9, 0.6, 36.3, -10.7, -4.8, 1.8, 0.4, -5.7
Cc1cc(C)nc(Sc2ccc3nnnn3n2)n1
  22.6, 0.0, 1.7, 12.4, -2.0, -3.0, -0.2, -6.0, 2.2
COc1ccc2c(c1)C(=O)OC2CC(=O)O (stereo not given)
  12.0, 0.7, 0.4, 10.4, -6.7, -0.7, -1.7, -19.8, 8.5
O=C(NCCCN1CCOCC1)C(C(=O)c1ccccc1)n1ccccc1=O (stereo not given)
  2.7, 1.4, 2.6, -9.2, 4.9, 13.4, 0.4, -7.1, 1.5
COc1ccccc1NC(=O)C(C)NS(=O)(=O)c1ccccc1 (stereo not given)
  12.6, 0.1, -0.6, -9.2, -4.0, -4.0, 1.6, -3.2, 8.5
COc1ccc(OC(=O)c2cc(S(=O)(=O)N3CCCC3)ccc2Cl)cc1
  -8.0, 0.2, -1.6, 29.5, 1.8, 11.8, -0.1, -1.1, -3.4
COc1cc(-c2[nH]ncc2CN2CCN(c3cccc(C)n3)CC2)cc(OC)c1OC
  17.8, -0.6, -2.4, -2.7, -9.5, -13.4, 0.9, -4.1, /
O=[n+]1c2c(n([O-])c3c1CCCC3)CCCC2
  15.4, 0.8, -0.8, -12.0, -2.5, -6.9, -1.2, -14.5, -3.6
CC(C)(C)NC(=O)Cn1c(=O)oc2cc(S(=O)(=O)N3CCc4ccccc43)ccc21
  -39.3, 1.1, 0.9, 39.0, 12.1, 20.6, -1.4, -2.3, 2.8
COc1cc(/C=N/n2cnnc2)ccc1OCc1ccc(C)cc1
  8.6, -0.4, -0.1, 11.9, -41.6, -19.8, -1.7, -13.5, 18.5
Cc1cc(/C=C2/NC(=O)NC2=O)c(C)n1-c1ccc(N2CCOCC2)cc1
  -28.0, 0.4, 0.8, -8.6, 5.2, 13.6, -1.2, -17.3, -1.0
CCC1CCCCN1Cc1nc2c(c(=O)n(C)c(=O)n2C)n1Cc1ccccc1 (stereo not given)
  23.6, -0.3, -1.9, 82.9*, -2.5, -12.8, 0.8, -2.6, 0.8
O=C(Oc1nsnc1N1CCCCC1)N1CCOCC1
  -4.8, -0.3, -0.6, 17.2, -17.2, -7.3, -0.9, 16.1, 4.0
COc1ccc(/C=N/OCC(=O)Nn2c(C)nc3ccccc3c2=O)cc1
  10.6, 0.7, -0.5, -1.4, -18.9, -4.5, 0.0, 1.2, 10.2

Bioassay records: PubChem, several laboratories
